High-throughput results deposited in PubChem BioAssay by National Center for Advancing Translational Sciences (NCATS).
Tb PYK inh: blocks Trypanosoma brucei pyruvate kinase; Q57TT1; TbPYK enzyme, Kinase-Glo Plus ATP luminescence, 45 min; Potency, µM (series often up to 76.8 µM), for inactives: at the top dose activity, negative = inhibition, usual class: inhibitors; AID 624173; 0.12% of 410,000 active; note: nearly all actives have a fitted effect of over 50% in size
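TbPYK + substrate in 50 mM TEA pH 7.2, 100 mM KCl, 10 mM MgCl2, 0.05% BSA, 0.01% Tween-20; cpd pinned; ADP 130 uM final; 45 min RT; Kinase-Glo Plus 10 min; luminescence endpoint.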
HCV inh: blocks hepatitis C virus; Huh7.5.1 HCVcc-Cre infection, luciferase reporter, 44 h; Potency, µM (series often up to 41.8 µM), for inactives: at the highest dose activity change, negative = inhibition, most hits filed as inhibitors; 3.4% of 340,000 active
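Compounds are dispensed onto cells plated 4 h earlier at 1,000 per well, with HCVcc-Cre virus (about 0.5 moi) added next. Following 44 h of culture, luminescent signal is measured for 15 sec after 15 min with substrate at room temperature.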
Pf growth 96h: P. falciparum growth inhibition at 96 hours. P. falciparum luciferase reporter growth, 96 h. Potency, µM (doses to about 28.7 µM), inactives show top-dose activity change, negative = inhibition, hits mostly inhibitors. 6.9% of 320,000 active. AID 504834
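Luminescence readout: decreased luciferase signal marks inhibited growth of reporter-expressing P. falciparum in infected red cells (2% hematocrit, 0.05% parasitemia final), exposed to compound two generations (96 h, 37 C, 5% CO2).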
Sm TGR block: blocks Schistosoma mansoni thioredoxin glutathione reductase | purified TGR, DTNB reduction, TNB absorbance 405 nm | Potency, µM (highest dose often 114 µM), without a hit: at the highest dose activity change, negative = inhibition, most hits filed as inhibitors | Q962Y6 | AID 485364 | 3% of 360,000 active; note: nearly all actives have a fitted effect of over 60% in size
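Kinetic colorimetric format: TGR-catalysed, NADPH-driven DTNB reduction monitored via TNB absorbance. Enzyme dispensed at 20 nM; compound exposure 15 min at room temperature before reaction start.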
Pf growth 48h: inhibits P. falciparum growth in the first generation, 48 h | P. falciparum luciferase growth in erythrocytes, 48 h | Potency, µM (series often up to 28.7 µM), for inactives: top-dose activity change, negative = inhibition, actives largely listed as inhibitors | 5.9% of 310,000 active | AID 504832
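Erythrocytes infected with P. falciparum carrying an integrated firefly luciferase reporter (2% hematocrit, 0.1% parasitemia final) were exposed to compounds in RPMI 1640 with 0.5% Albumax at 37 C, 5% CO2. Growth inhibition was scored as reduced luminescence.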
LmPK inh: blocks Leishmania mexicana pyruvate kinase activity | purified LmPK, Kinase-Glo ATP luminescence, 1 h | Potency, µM (titrated, usually from 57.5 µM), for inactives: at the top dose activity change, negative = inhibition, usual class: inhibitors | 0.37% of 290,000 active | AID 1721
Target sequence (Q27686 whole entry, looked up): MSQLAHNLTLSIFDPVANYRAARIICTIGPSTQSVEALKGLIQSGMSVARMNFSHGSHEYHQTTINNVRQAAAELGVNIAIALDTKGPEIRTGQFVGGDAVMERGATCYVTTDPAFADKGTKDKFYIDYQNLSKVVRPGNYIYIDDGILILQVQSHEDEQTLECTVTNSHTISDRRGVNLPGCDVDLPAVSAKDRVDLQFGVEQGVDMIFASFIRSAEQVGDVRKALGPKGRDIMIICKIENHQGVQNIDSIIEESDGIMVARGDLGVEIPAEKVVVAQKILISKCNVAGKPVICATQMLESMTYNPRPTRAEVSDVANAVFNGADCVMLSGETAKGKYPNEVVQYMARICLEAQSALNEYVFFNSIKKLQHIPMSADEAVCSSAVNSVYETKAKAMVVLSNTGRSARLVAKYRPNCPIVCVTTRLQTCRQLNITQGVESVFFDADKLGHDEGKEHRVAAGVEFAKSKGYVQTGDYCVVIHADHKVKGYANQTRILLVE
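ATP generated from ADP (0.1 mM) and PEP (0.5 mM) by 0.1 nM LmPK over 1 h at room temperature (pH 7.2 imidazole buffer) was detected by coupled luciferase luminescence. Values were normalized to uninhibited and no-enzyme wells.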
Active calls of the source: *; ? = inconclusive; · = not tested or not shown; [ ] = dose if it differs, or a comment. Calls come from the whole dose curve; as a rule, active = well fitted curve in the direction sought with a large enough effect; inconclusive = small, poorly fitted or top-dose-only effect, or another doubt; inactive = no such curve, though single readings can be large; an effect the other way counts as inactive or inconclusive. % is set by controls: 0 for no effect and ±100 for the full control effect; potency is the fitted concentration of half-maximal effect.

Each structure is followed by: Tb PYK inh, HCV inh, Pf growth 96h, Sm TGR block, Pf growth 48h, LmPK inh
COc1ccc([N+](=O)[O-])cc1NC(=O)c1ccccc1N(C)S(C)(=O)=O
  6%, -11%, ?, 2%, -22%, 4%
COc1ccc(C(=O)NCCS(=O)(=O)N2CCC3(CC2)OCCO3)cc1
  -1%, -10%, 71%[activator], -4%, 40%[activator], ·
CCn1c(SCc2nc(-c3ccc(Cl)cc3)no2)nnc1-c1ccco1
  3%, ?, 12%, 5%, -11%, -4%
COc1ccnc(CS(=O)c2nc3cc(C(O)(F)F)ccc3[nH]2)c1OC (centres undefined)
  -7%, 0%, 15%, 0%, 7%, -7%
Cc1ccc(NC(=O)CSc2nnc(-c3cnccn3)n2Cc2ccco2)cc1
  -10%, -22%, ·, 45µM*, 9%, 11%
C/C=C(/C)C(=O)OC1Cc2c(ccc3ccc(=O)oc23)OC1(C)C (centres undefined)
  4%, ?, 62%[activator], ?, ?, 8%
O=C(NCCn1cccn1)C1CCC(=O)N(CCc2cccc(F)c2)C1 (centres undefined)
  3%, 11%, ?, 0%, 11%, -7%
O=C(NC1CCCCC1)C(=S)NCc1ccccc1
  -9%, 9%, -15%, 7%, 37%[activator], 0%
CC(C)C(=O)Nc1ccc(S(=O)(=O)N2CC3CC(C2)c2cccc(=O)n2C3)cc1 (centres undefined)
  2%, 19%, ?, 3%, 8%, -1%
COC(=O)c1c(O)cc(C(C)(C)C)n(-c2ccccc2)c1=O
  0%, 30%[activator], 5%, -12%, 3%, 2%
CCOC(=O)C1(CCc2ccccc2)CCN(C(=O)c2cnc(C)cn2)CC1
  6%, 12%, 23%, -6%, -19%, 3%
CCCc1cc(N2CCOCC2)n2nc(C)c(-c3ccccc3)c2n1
  5%, ?, -4%, 13%, -2%, -1%
N#Cc1cc2c(nc1SCC(O)CS(=O)(=O)Cc1ccccc1)CCCC2 (centres undefined)
  -13%, ?, ·, 1%, -11%, 6%
CC(NC(=O)NC1CCCCC1)C(c1cccs1)N1CCOCC1 (centres undefined)
  1%, 11%, -6%, 6%, -7%, 0%
O=C(Cn1nnc(-c2cccs2)n1)NCc1cccs1
  -1%, 14%, 10%, -1%, 12%, -3%
CNC(=S)Nc1ccc(Cc2ccncc2)cc1
  -3%, 0%, 16%, 40µM*, 0%, -2%
NC(=O)N/N=C/CCc1ccccc1
  0%, 20%, -5%, 20%, 1%, 0%
N#Cc1ccc2c(c1)nc1ccccn12
  -3%, 5%, ?, -2%, 32%, 3%
COC(C(=O)Nc1ccc(C(N)=O)cc1)c1ccccc1 (centres undefined)
  -1%, 9%, -17%, ·, 14%, -4%
COc1ccc(-n2nnnc2-c2cnc(N3CCCC3)nc2C(F)(F)F)cc1
  -1%, ?, 81%[activator], 3%, 39%[activator], 3%
CCCCc1cc(=O)oc2c(CN3CCN(C)CC3)c(O)ccc12
  -1%, ?, ?, -35%, 12µM*, -1%
CC(=O)Nc1ccc(S(=O)(=O)NC(CC(=O)O)c2ccc(OC(C)C)cc2)cc1 (centres undefined)
  -3%, 1%, ·, 10%, 4%, 4%
Cc1ccc(CN(C(=O)c2csnn2)C(C(=O)NC2CCCC2)c2ccc(C)o2)cc1 (centres undefined)
  -3%, -18%, -16%, -28%, 15µM*, 1%
COc1ccc(-n2nc(C(=O)NCC(=O)Nc3cc(OC)c(OC)c(OC)c3)c3ccccc3c2=O)cc1OC
  5%, -9%, ?, 1%, ?, 6%
CCOc1ccc(N=Cc2c(O)cc(C)oc2=O)cc1
  0%, 2%, 8%, -11%, 6%, -6%
CCCCC(=O)NC(=S)Nc1cc([N+](=O)[O-])ccc1OC
  -2%, ?, 11%[1.15 µM], -2%, ?, 0%
CCOC(=O)c1cc2c(=O)n3ccccc3nc2n(Cc2ccccc2Cl)c1=N
  ·, ·, ·, 2%, -1%, 0%
COc1ccc(Nc2nc(N)nc(CSCCO)n2)cc1
  0%, -3%, 90%[activator], -10%, ·, -17%
COC(=O)C1=C(c2ccc(-c3ccccc3)c(F)c2)C[C@@H]2CC[C@H]1N2C(=O)N1CCCCC1
  1%, ?, ?, 0%, 10µM*, ·
CC(NC(=O)c1ccc(C(C)(C)C)cc1)C(c1cccs1)N1CCOCC1 (centres undefined)
  -1%, -23%, 12µM*, 2%, 13µM*, 6%
COc1cc(C(C)=O)ccc1OCc1nnc(-c2ccccc2Br)o1
  0%, -12%, ?, 1%, ?, 3%
CCn1c(SCC(=O)NCc2ccccc2)nc2c(c1=O)SC(C)C2 (centres undefined)
  2%, -6%, ?, 1%, 4%, 1%
CSCC(=O)N1CCC(CCC(=O)NC2CC2)CC1
  -5%, ?, ?, 0%, 5%, -7%
O=C(Nc1nc2ccccc2s1)c1ccc(Cl)s1
  1%, -26%, -56%, -7%, ·, 8%
CC(=O)N1CCN(c2nnc(-c3ccc(C)cc3)c3ccccc23)CC1
  20%, -12%, ?, 2%, ?, 2%
C=CCOC(=O)C1=C(C)NC(=O)NC1c1ccc(Cl)cc1 (centres undefined)
  0%, -17%, ?, -8%, ·, 0%
Cc1ccc(-c2csc(N=C(N)N)n2)cc1
  5%, -27%, -45%, -5%, ?, 0%
Fc1ccc(C[n+]2csc3ccccc32)cc1
  ?, -9%, 162%[activator], 0%, 14%, 5%
COc1ccc(NC(=O)c2ccc(Br)o2)c([N+](=O)[O-])c1
  -8%, 6%, 1%, -20%, 101%[activator], -12%
Cc1[nH]c2ccc(F)cc2c1CCN(Cc1cccnc1)C(=S)NC(C)(C)C
  5%, 7%, -29%, -1%, 13%[0.00184 µM], 0%

Record cards (already shown). Screens in order: Tb PYK inh | HCV inh | Pf growth 96h | Sm TGR block | Pf growth 48h | LmPK inh
Entry for `COc1cc(C(C)=O)ccc1OCc1nnc(-c2ccccc2Br)o1` → 0% | -12% | ? | 1% | ? | 3%
Entry for `Cc1ccc(-c2csc(N=C(N)N)n2)cc1` → 5% | -27% | -45% | -5% | ? | 0%
Entry for `Cc1[nH]c2ccc(F)cc2c1CCN(Cc1cccnc1)C(=S)NC(C)(C)C` → 5% | 7% | -29% | -1% | 13%[0.00184 µM] | 0%
Entry for `CCn1c(SCC(=O)NCc2ccccc2)nc2c(c1=O)SC(C)C2` (centres undefined) → 2% | -6% | ? | 1% | 4% | 1%
Entry for `CC(=O)N1CCN(c2nnc(-c3ccc(C)cc3)c3ccccc23)CC1` → 20% | -12% | ? | 2% | ? | 2%

Next part:
Each structure is followed by: Tb PYK inh, HCV inh, Pf growth 96h, Sm TGR block, Pf growth 48h, LmPK inh
NC(=O)CSP(=O)(c1ccccc1)c1ccccc1
  2%, -1%, -9%, -15%, 3%, -1%
Cn1cc(CN2CCC(C(=O)Nc3cccc(-c4cscn4)c3)CC2)cn1
  -3%, 0%, 32%[activator], -14%, 2%, -5%
COc1ccccc1NC(=O)CSc1nnnn1-c1ccc2c(c1)OCO2
  3%, -6%, ·, 7%, 11%, 6%
COC(=O)c1c(C)[nH]c(C(=O)/C=C/c2ccccc2Cl)c1C
  -2%, -13%, -8%, 10%, 74%[activator], -1%
Cc1cc(C)c(C(=O)OCc2csc(CC(=O)Nc3ccccc3C)n2)c(C)c1
  4%, ?, ?, -22%, ?, -2%
COc1ccc(S(=O)(=O)N2CCN(C(=O)NCc3ccc(OC)c(OC)c3)CC2)cc1
  2%, -9%, ?, 11%, -3%, 4%
CCN(CC)CC(O)Cn1c2ccccc2c2ccccc21 (centres undefined)
  2%, ?, ·, -6%, ?, -8%
CC1CCN(C(=O)CSc2ccc(-c3ccc(F)cc3)nn2)CC1
  -2%, 0%, 31%[activator], 2%, -11%, 3%
COc1ccc(C2CC(=O)OC3=C2C(=O)CC(C)(C)C3)c(OC)c1 (centres undefined)
  -14%, 2%, ?, -1%, 10µM*, -2%
CCC(Sc1ncccc1C(=O)Oc1cccc([N+](=O)[O-])c1)C(=O)Nc1ccccc1OC (centres undefined)
  -7%, 8%, ?, -4%, 3%, 6%

Later entries.
structure	Tb PYK inh	HCV inh	Pf growth 96h	Sm TGR block	Pf growth 48h	LmPK inh
COc1ccc(OC)c(NS(=O)(=O)c2ccc(Cl)nc2)c1	-12%	15%	-12%	-3%	-7%	3%
O=c1[nH]c(-[n+]2ccccc2)c(/C=N/N=C(\[O-])c2ccccc2)s1	-4%	-26%	0%	-16%	14%	2%
O=C(Nc1ncccn1)c1ccc(Cl)c([N+](=O)[O-])c1	3%	20%	8%	-10%	?	-1%
Cc1ccc(C)c(OCCC(=O)OCC(=O)Nc2cccc(S(=O)(=O)N3CCCC3)c2)c1	1%	22%	3%	-7%	-1%	·
COCCn1c(C)cc(C(=O)COC(=O)c2ccccc2Br)c1C	-21%	-18%	52%[activator]	-9%	226%[activator]	-24%
Cc1ccc(NC(=O)c2cnccn2)cc1C	-1%	6%	-14%	-4%	156%[activator]	-3%
N#Cc1cc2sc3nc4ccccc4n3c2cc1C#N	·	7%	·	-21%	-1%	-1%
Cc1ccc(C)c(C(=O)CCC(=O)O)c1	3%	-1%	0%	26%	-2%	1%
COc1ccc(CN(C(=O)c2cnccn2)C(C(=O)NC(C)(C)C)c2cc(OC)c(OC)c(OC)c2)cc1 (centres undefined)	-1%	15%	-13%	2%	?	-6%
CN(CC(=O)Nc1ccccc1Cl)C(=O)c1cccc(S(=O)(=O)N2CCN(c3ccc(F)cc3)CC2)c1	4%	5.6µM*	?	-27%	-16%	-9%
CCC(CO)N=CC1=C(O)CC(C)(C)CC1=O (centres undefined)	-8%	16%	-17%	-20%	24%	-1%
COC(=O)C(C)N1C(=O)S/C(=C\c2ccc(-c3ccc(C(=O)O)cc3C)o2)C1=O (centres undefined)	-21%	0%	5%	-2%	31%[activator]	-2%
Cc1n(-c2ccccc2)c2ccc(Cl)cc2[n+]1CCO	-8%	-6%	2%	·	?	0%
Clc1ccc(Nc2nc(N3CCOCC3)nc(N3CCOCC3)n2)cc1Cl	1%	5%	13µM*	-4%	?	-7%
CCS(=O)(=O)N1CCCC(C(=O)NCc2cccnc2)C1 (centres undefined)	1%	19%	·	-16%	13%	0%
CCOC(=O)c1c(C)n(C)c2cc(CN(C)C)c(O)c(S(=O)(=O)c3ccccc3)c12	19%	3%	?	10%	23%	0%
O=C(NC1(C(F)(F)F)NC(=O)N(Cc2cccnc2)C1=O)c1ccccc1Cl (centres undefined)	0%	4%	72%[activator]	3%	17%	1%
O=C(CN(C(=O)c1csnn1)c1ccc2c(c1)OCCO2)NCc1ccc(F)cc1	4%	-17%	-13%	5%	50%[activator]	6%
Cc1ccc(C(=O)NCc2ccc3c(c2)OCO3)cc1N1CCCC1=O	-4%	3%	-23%	1%	·	3%
N#Cc1c(C(F)(F)F)cc(-c2cccc(Cl)c2)[nH]c1=O	-5%	18%	1%	-1%	-17%	-2%
Cc1ccc(C(=O)Nc2ccc(N3CCCC3)cc2)c(C)c1	-12%	?	?	?	?	-1%
Cc1ccc(OC(=O)CCC(=O)N2CCc3ccccc32)cc1	0%	-3%	12%	0%	12%	5%
CCSc1nsc(NC(=O)Nc2cccc(F)c2)n1	4%	10µM*	65%[activator]	1%	5.9µM*	4%
c1csc(-c2nc(CN3CCSCC3)cs2)c1	?	11%	271%[activator]	0%	147%[activator]	16µM*
